Mtb BioA inh: M. tuberculosis BioA enzyme inhibitors, primary screen, biochemical, plate reader, single point, HTS; 7,8-diaminopelargonic acid synthase BioA (Mycobacterium tuberculosis); purified M. tuberculosis BioA enzyme; inhibition, % at 9.99 µM; 360,000 tested, 0.096% active; AID 602481, 2012; in the data active = inhibition above about 40%
An asterisk follows results filed as active; & = joins results of further samples.

SMILES	Mtb BioA inh
C[C@H](CO)N1C[C@H](C)[C@H](CN(C)C(=O)c2cnccn2)Oc2ncc(-c3cccc(C#N)c3)cc2C1=O	-2.0
Cn1cnc(S(=O)(=O)N[C@@H]2C=C[C@@H](CC(=O)Nc3ccccc3)O[C@H]2CO)c1	2.8
C/C=C/c1ccc2c(c1)O[C@H](CN(C)C(=O)NCCC)[C@H](C)CN([C@@H](C)CO)S2(=O)=O	4.2
COc1ccc(C#Cc2ccc([C@@H]3[C@@H](CO)N4CCCCN(C(=O)c5ccncc5)C[C@H]34)cc2)cc1	-1.4
CC(C)NC(=O)Nc1ccc2c(c1)C(=O)N([C@H](C)CO)C[C@H](C)[C@@H](CN(C)C(=O)Nc1cccc3ccccc13)O2	1.4
CCNC(=O)C[C@@H]1CC[C@H](NC(=O)C2CCOCC2)[C@@H](CO)O1	-0.5
CC=Cc1ccc2n(c1=O)C[C@@H]1[C@@H](CO)[C@H](C(=O)Nc3ccccc3)[C@H]2N1C(=O)CC1CC1 (mixture of isomers)	0.8
CCN(C[C@H]1N[C@@H](CO)[C@@H]1c1ccc(C2=CCCC2)cc1)C(=O)c1ccncc1	1.6
O=S(=O)(NCC[C@@H]1CC[C@@H](NS(=O)(=O)c2ccccc2Cl)[C@H](CO)O1)c1ccc(F)cc1	3.3
COCC(=O)N1[C@@H](CO)[C@@H]2c3ccccc3N(C(=O)c3ccccc3F)C[C@@H]21	4.3
Cc1ccc(-c2ccc3c(c2)O[C@@H](CN(C)C(=O)C2CCC2)[C@@H](C)CN([C@@H](C)CO)S3(=O)=O)cc1	0.4
CC(C)NC(=O)N(C)C[C@H]1Oc2ccc(NS(C)(=O)=O)cc2CC(=O)N([C@H](C)CO)C[C@H]1C	-3.2

Following part
SMILES	Mtb BioA inh
C[C@@H]1CN([C@H](C)CO)C(=O)c2cc(NC(=O)Cc3ccccc3)ccc2O[C@@H](C)CCCCO[C@H]1CN(C)Cc1ccc(Cl)c(Cl)c1	0.0
C/C=C/c1cnc2c(c1)C(=O)N([C@H](C)CO)C[C@@H](C)[C@H](CN(C)C(=O)Nc1c(C)noc1C)O2	-1.3
CCC(=O)N[C@H]1CC[C@H](CCn2cc(CN(C)C)nn2)O[C@H]1CO	-1.4
C[C@H]1CCCCO[C@H](CN(C)C(=O)Nc2ccc3c(c2)OCO3)[C@@H](C)CN([C@@H](C)CO)C(=O)c2cc(NC(=O)C3CCCCC3)ccc2O1	-0.8
CN1C(=O)c2cc(NC(=O)c3cscn3)ccc2OC[C@H]2O[C@@H](CC(=O)N3CCOCC3)CC[C@@H]21	-0.8
CCOC(=O)c1cc2c(c(-c3cccc(-c4cccc(OC)c4)c3)n1)[C@H](CCO)N(S(=O)C(C)(C)C)C2 (some centres not stated)	-0.4
C[C@H](CO)N1C[C@H](C)[C@H](CN(C)S(=O)(=O)c2ccc(F)cc2)Oc2ccc(NC(=O)CCC(F)(F)F)cc2CC1=O	1.6
CCCNC(=O)C[C@H]1C[C@@H]2c3cc(NC(=O)c4cccnc4)ccc3O[C@@H]2[C@H](CO)O1	1.4
Cc1noc(C)c1NC(=O)Nc1cccc2c1O[C@@H](CN(C)Cc1ccc(C(F)(F)F)cc1)[C@@H](C)CN([C@@H](C)CO)C2=O	-0.4
C[C@H](CO)N1C[C@H](C)[C@@H](CN(C)C(=O)NC2CCCCC2)Oc2c(NS(C)(=O)=O)cccc2C1=O	-0.5&-2.8
Cc1noc(C)c1S(=O)(=O)Nc1ccc2c(c1)C(=O)N([C@@H](C)CO)C[C@@H](C)[C@H](CN(C)S(=O)(=O)c1cn(C)cn1)OCCCC[C@@H](C)O2	0.4
COc1ccc(CN(C)C[C@@H]2OCCCC[C@@H](C)Oc3ccc(NC(=O)NC4CCCCC4)cc3C(=O)N([C@@H](C)CO)C[C@@H]2C)cc1	6.6

Further records:
SMILES	Mtb BioA inh
O=C(C[C@@H]1CC[C@H]2[C@@H](COC[C@H](O)CN2C(=O)C2CC2)O1)NCc1ccncc1	2.7
C[C@H]1CN([C@@H](C)CO)S(=O)(=O)c2ccc(-c3cccnc3)cc2O[C@H]1CN(C)C(=O)CC1CC1	0.4
NCC[C@@H]1CC[C@H](NC(=O)NC2CCCCC2)[C@H](CO)O1	-2.7
CCOC(=O)C1=CC[C@@H](c2ccccc2)[C@@]12CC/C(=C\c1ccccc1)C2=O	-1.2
O=C(C[C@@H]1C[C@@H]2c3cc(NS(=O)(=O)c4ccc(F)cc4)ccc3O[C@@H]2[C@H](CO)O1)NCc1ccccc1	2.8
OC[C@H]1[C@H]2c3ccccc3NC[C@H]2N1Cc1cccnc1	-1.3
C[C@@H]1CN([C@@H](C)CO)C(=O)c2cc(NC(=O)Nc3ccc(C(F)(F)F)cc3)ccc2O[C@@H](C)CCCCO[C@@H]1CN(C)S(=O)(=O)c1ccc(F)cc1	0.3
O=C(C[C@@H]1CC[C@H]2[C@@H](COC[C@@H](O)CN2S(=O)(=O)c2ccc(Cl)cc2)O1)NCC1CCCCC1	-0.2
C[C@H]1CN([C@@H](C)CO)C(=O)Cc2cc(NC(=O)Nc3ccc(C(F)(F)F)cc3)ccc2O[C@@H]1CN(C)Cc1ccc(-c2ccccc2)cc1	-0.9
COc1ccccc1CN1C[C@H](C)[C@@H](OC)CN(C)C(=O)c2ccc(NC(C)=O)cc2OC[C@H]1C	1.4
C[C@@H]1CN([C@H](C)CO)C(=O)c2cc(N(C)C)ccc2O[C@@H](C)CCCCO[C@H]1CN(C)S(=O)(=O)c1cn(C)cn1	0.0
Cc1ccc(S(=O)(=O)N2C[C@@H](O)COC[C@H]3O[C@@H](CC(=O)NCC4CCCCC4)CC[C@@H]32)cc1	1.3

Following part
SMILES	Mtb BioA inh
C/C=C/c1ccc2c(c1)O[C@@H](CN(C)C(=O)Nc1cc(F)ccc1F)[C@@H](C)CN([C@@H](C)CO)S2(=O)=O	20
C[C@H]1CN([C@@H](C)CO)C(=O)Cc2cc(NC(=O)NC3CCCCC3)ccc2O[C@@H]1CN(C)C(=O)Nc1ccccc1	-1.5
C[C@H]1CN([C@@H](C)CO)C(=O)c2cc(C3=CCCCC3)cnc2O[C@@H]1CN(C)CC1CCOCC1	-0.5
C[C@@H]1CN([C@@H](C)CO)C(=O)Cc2cc(NC(=O)Cc3cn(C)c4ccccc34)ccc2O[C@H]1CN(C)Cc1ccccc1	2.8
CCCNC(=O)C[C@H]1C[C@H]2c3cc(NC(=O)C4CCC4)ccc3O[C@H]2[C@H](CO)O1	-2.5
COc1ccc(NC(=O)Nc2ccc3c(c2)C(=O)N([C@H](C)CO)C[C@@H](C)[C@H](CN(C)C(=O)c2ccccc2)OCCCC[C@@H](C)O3)cc1	-0.4
C[C@H]1CN([C@@H](C)CO)C(=O)c2c(c3ccccc3n2C)-c2ccccc2CO[C@@H]1CN(C)S(=O)(=O)c1ccc(F)cc1	-1.0
N#C[C@@H]1[C@H](c2ccc(C3=CCCC3)cc2)[C@@H](CO)N1C(=O)C1CCCC1	3.7
C[C@@H]1CN([C@@H](C)CO)C(=O)c2cc(Br)cnc2O[C@H]1CN(C)C(=O)C1CCOCC1	1.1
COc1ccc(S(=O)(=O)Nc2ccc3c(c2)C(=O)N([C@H](C)CO)C[C@@H](C)[C@@H](CN(C)S(=O)(=O)c2ccc(Cl)cc2)OCCCC[C@@H](C)O3)cc1	0.0
COc1ccccc1NC(=O)N(C)C[C@@H]1Oc2ncc(Br)cc2C(=O)N([C@@H](C)CO)C[C@H]1C	16
C[C@@H]1CN([C@H](C)CO)C(=O)c2cc(NC(=O)c3ccncc3)ccc2O[C@H]1CN(C)Cc1ccc(C(F)(F)F)cc1	-0.3

Looked up above.
`C[C@@H]1CN([C@H](C)CO)C(=O)c2cc(N(C)C)ccc2O[C@@H](C)CCCCO[C@H]1CN(C)S(=O)(=O)c1cn(C)cn1` in Mtb BioA inh is entered as 0.0
`Cc1noc(C)c1NC(=O)Nc1cccc2c1O[C@@H](CN(C)Cc1ccc(C(F)(F)F)cc1)[C@@H](C)CN([C@@H](C)CO)C2=O` in Mtb BioA inh is entered as -0.4

Following part.
Compound | Mtb BioA inh
Cc1noc(C)c1S(=O)(=O)N(C)C[C@@H]1Oc2ccc(NS(=O)(=O)c3cccs3)cc2CC(=O)N([C@H](C)CO)C[C@H]1C | 16
CCS(=O)(=O)Nc1ccc2c(c1)C(=O)N(C)C[C@H](OC)[C@@H](C)CN(C(=O)c1ccc3c(c1)OCO3)[C@H](C)CO2 | -1.2
C[C@H](CO)N1C[C@H](C)[C@@H](CN(C)S(=O)(=O)c2cn(C)cn2)OCCCC[C@H](C)Oc2ccc(NC(=O)C3CCCCC3)cc2C1=O | 1.4
COc1ccc(NC(=O)Nc2ccc3c(c2)C(=O)N([C@@H](C)CO)C[C@@H](C)[C@@H](CN(C)Cc2ccc(C(F)(F)F)cc2)OCCCC[C@@H](C)O3)cc1 | -1.3
Cc1cc(C(=O)Nc2cccc3c2O[C@@H](CN(C)Cc2ccc(C(=O)O)cc2)[C@@H](C)CN([C@H](C)CO)C3=O)n(C)n1 | -7.9
CO[C@@H]1CN(C)C(=O)c2cc(NC(C)=O)ccc2OC[C@H](C)N(Cc2ccc(F)cc2)C[C@H]1C | -0.1
COCC(=O)N1[C@H](CN(C)C(=O)c2ccccc2)[C@@H](c2ccccc2)[C@@H]1CO | -6.1
CO[C@H]1CN(C)C(=O)c2ccc(NC(C)=O)cc2OC[C@@H](C)N(Cc2cc(F)ccc2F)C[C@@H]1C | 0.9
CO[C@@H](CN(C)S(=O)(=O)c1ccc(F)cc1)[C@@H](C)CN([C@H](C)CO)S(=O)(=O)c1cccc(Cl)c1 | -0.3
C[C@@H]1CN([C@H](C)CO)C(=O)c2cc(NC(=O)c3ccccc3)ccc2O[C@@H](C)CCCCO[C@H]1CN(C)S(=O)(=O)c1ccc(F)cc1 | -2.2
Cc1ccc(S(=O)(=O)N(C)C[C@H]2Oc3ncc(-c4ccncc4)cc3C(=O)N([C@H](C)CO)C[C@@H]2C)cc1 | 0.4
Cc1noc(C)c1NC(=O)N(C)C[C@H]1Oc2ccc(NC(=O)Cn3cnnn3)cc2CC(=O)N([C@@H](C)CO)C[C@@H]1C | -0.4
C[C@H]1CN([C@@H](C)CO)C(=O)Cc2cc(N(C)C)ccc2O[C@@H]1CN(C)C(=O)Nc1ccc(F)cc1 | -1.1
Cc1ccc(S(=O)(=O)N[C@@H]2C=C[C@@H](CC(=O)NCc3ccc(Cl)c(Cl)c3)O[C@H]2CO)cc1 | -1.5
C[C@H]1CN([C@@H](C)CO)C(=O)c2cc(NS(=O)(=O)c3ccccc3)ccc2O[C@H]1CN(C)Cc1ccc2c(c1)OCO2 | 1.4
CCS(=O)(=O)N[C@@H]1C=C[C@H](CC(=O)Nc2ccc(-c3ccccc3)cc2)O[C@@H]1CO | 2.8
Cn1cnc(S(=O)(=O)N2C[C@H](O)COC[C@H]3O[C@@H](CC(=O)NC4CCC4)CC[C@@H]32)c1 | -2.6
COc1ccccc1CNC(=O)C[C@H]1CC[C@H]2[C@@H](COC[C@H](O)CN2C(=O)Nc2ccc(F)cc2)O1 | 1.3
CCCC(=O)Nc1ccc2c(c1)OC[C@H](C)N(C(=O)c1cnccn1)C[C@@H](C)[C@@H](OC)CN(C)C2=O | -2.4
CCC(=O)Nc1ccc2c(c1)OC[C@H](C)N(CCC(F)(F)F)C[C@H](C)[C@H](OC)CN(C)C2=O | 2.6
C[C@H](NC(=O)[C@@H]1[C@@H](CO)[C@@H]2Cn3c(cccc3=O)[C@@H]2N1Cc1ccncc1)c1ccccc1 | -0.1
C[C@H](CO)N1C[C@H](C)[C@H](CN(C)Cc2ccccn2)Oc2ncc(C#CCC3CCCC3)cc2C1=O | 1.1
COc1ccc(-c2ccc3c(c2)O[C@@H](CN(C)C(=O)Nc2ccccc2F)[C@@H](C)CN([C@H](C)CO)S3(=O)=O)cc1 | -1.8
Cc1ccc(S(=O)(=O)Nc2ccc3c(c2)CC(=O)N([C@H](C)CO)C[C@@H](C)[C@H](CN(C)Cc2ccc4c(c2)OCO4)O3)cc1 | 0.8
Cc1noc(C)c1NC(=O)Nc1ccc2c(c1)C(=O)N([C@@H](C)CO)C[C@@H](C)[C@H](CN(C)CC1CCCCC1)O2 | 0.6

Later entries:
Compound | Mtb BioA inh
CN1C(=O)c2cc(NC(=O)c3ccc(F)c(F)c3)ccc2OC[C@@H]2O[C@H](CC(=O)N3CCOCC3)CC[C@@H]21 | 0.2
COc1ccc(CN(C)C[C@H]2OCCCC[C@@H](C)Oc3ccc(N(C)C)cc3C(=O)N([C@H](C)CO)C[C@@H]2C)cc1 | -3.2
C[C@@H]1CN([C@H](C)CO)C(=O)c2cccc(NC(=O)C3CC3)c2O[C@@H]1CN(C)Cc1ccc(Cl)c(Cl)c1 | 1.0
O=C(O)C[C@@H]1C[C@@H]2c3cc(NC(=O)CC4CC4)ccc3O[C@@H]2[C@@H](CO)O1 | -2.2
COc1cccc(C#Cc2cnc3c(c2)C(=O)N([C@H](C)CO)C[C@H](C)[C@H](CN(C)C)O3)c1 | 11

Random excerpt: 5 entries already listed, in no set order.
Compound | Mtb BioA inh
COc1ccc(CN(C)C[C@H]2OCCCC[C@@H](C)Oc3ccc(N(C)C)cc3C(=O)N([C@H](C)CO)C[C@@H]2C)cc1 | -3.2
O=C(O)C[C@@H]1C[C@@H]2c3cc(NC(=O)CC4CC4)ccc3O[C@@H]2[C@@H](CO)O1 | -2.2
COc1cccc(C#Cc2cnc3c(c2)C(=O)N([C@H](C)CO)C[C@H](C)[C@H](CN(C)C)O3)c1 | 11
CN1C(=O)c2cc(NC(=O)c3ccc(F)c(F)c3)ccc2OC[C@@H]2O[C@H](CC(=O)N3CCOCC3)CC[C@@H]21 | 0.2
C[C@@H]1CN([C@H](C)CO)C(=O)c2cccc(NC(=O)C3CC3)c2O[C@@H]1CN(C)Cc1ccc(Cl)c(Cl)c1 | 1.0

Screening data: PubChem, Broad Institute

An excerpt; the hit share may differ from the screen's.
